High-throughput results as filed in PubChem BioAssay.
GPT2 inhibitor – blocks human glutamate pyruvate transaminase 2; Recombinant GPT2, coupled pyruvate oxidase/HRP Amplex Red fluorescence; Potency, µM (titrated, usually from 57.7 µM), inactives show top-dose activity change, negative = inhibition, usual class: inhibitors; actives 0.25% (n = 100,000); further: potency means the concentration at half of the fitted maximal effect; nearly all actives have a fitted effect of over 60% in size; many of its hits are not listed in these tables
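GPT2 10ng/uL, a-KG 250uM, L-Ala 2mM, HEPES pH7.5 + 0.0001% Tween; 30 min RT. Then Amplex mix (PO/HRP/ThPP), 30 min RT dark, fluorescence. AOA 50uM used as positive control.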
Luciferase inh – blocks purified firefly luciferase enzyme activity. AID 1347043. Potency, µM (titrated, usually from 115 µM), for inactives: top-dose activity change, negative = inhibition, usual class: inhibitors. P08659. actives 2.5% (n = 76,000). purified P. pyralis luciferase, luminescence, biochemical; further: potency means the concentration at half of the fitted maximal effect; nearly all actives have a fitted effect of over 65% in size
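Biochemical qHTS: compound (6-point titration) added to 10uM D-luciferin plus 10uM ATP in Tris acetate pH 7.5 buffer with Mg, Tween-20 and BSA, then purified enzyme at 10nM; light output imaged.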
IP6K1 inh – blocks human inositol hexakisphosphate kinase 1; IP6K1 kinase, ADP-Glo luminescence, 2 h; active compounds read low; actives 0.81% (n = 140,000); Q92551; activity change, % (series mostly up to about 58 µM); in the data active means activity change below about -25%
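ADP-Glo luminescence measures ADP made by human IP6K1 during a 2 h RT reaction with ATP/IP6 (mix at 1.3 mM/130 uM); top library doses 57.5 and 19.1 uM final.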
NIH3T3 tox – kills NIH 3T3 cells; NIH 3T3 viability, CellTiter-Glo ATP luminescence, 48-72 h; Potency, µM (titrated, usually from 96.7 µM), inactives show top-dose activity change, negative = cytotoxicity, actives largely listed as inhibitors; actives 4.3% (n = 94,000); AID 1345082; further: potency means the concentration at half of the fitted maximal effect; nearly all actives have a fitted effect of over 55% in size
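Cytotoxicity is measured as loss of cellular ATP: NIH 3T3 cells (400/well) are exposed to compound for 48 or 72 hr at 37 °C, then CellTiter-Glo luminescence is imaged after 10 min at room temperature.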
SNCA expr inhib – inhibitors of alpha-synuclein (SNCA) gene expression. Potency, µM (highest dose often 57.2 µM), without a hit: at the highest dose activity change, negative = inhibition, hits mostly inhibitors. AID 1671194. HEK-293 SNCA-luciferase knock-in, luminescence, 24 h. actives 0.17% (n = 140,000);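 further: potency means the concentration at half of the fitted maximal effect; plate controls were DMSO cells for no effect and cell-free wells for full effect; nearly all actives have a fitted effect of over 45% in size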
HEK293 tox – kills HEK 293 cells; HEK 293 viability, ATP luminescence (CellTiter-Glo), 48-72 h; actives 6.6% (n = 94,000); Potency, µM (top dose mostly 115 µM), inactives show at the top dose activity change, negative = cytotoxicity, hits mostly inhibitors; further: potency means the concentration at half of the fitted maximal effect; nearly all actives have a fitted effect of over 60% in size
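Cytotoxicity was scored by loss of ATP-coupled luminescence (CellTiter-Glo) in HEK 293 cells. Compound treatment ran 48 or 72 hr at 37 degree Celsius, 5% CO2, 95% humidity.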
HEK293 viab – cell viability loss counter-screen; actives 0.12% (n = 150,000); Potency, µM (titrated, usually from 57.1 µM), for inactives: at the highest dose activity change, negative = cytotoxicity, actives largely listed as cytotoxic; HEK-293-SNCA-luc viability, GF-AFC fluorescence, 24 h;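 further: potency means the concentration at half of the fitted maximal effect; 0% = DMSO-treated cells and -100% = medium-only wells without cells; nearly all actives have a fitted effect of over 30% in size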
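HEK-293-SNCA-luc cells (1500/well) plated 24 h, then exposed 24 h to a dilution series; GF-AFC added 30 min at 37C, fluorescence 405/540 nm; normalised to medium-only and DMSO wells, Hill fit.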
* hit, by the source's call; i = inactive; ? = inconclusive; · = no result given; & = joins results of further samples; [ ] = remark or other dose. Unless noted, the call rests on the fitted dose curve; in most records, active means well fitted curve in the direction sought with a large enough effect; inconclusive means small, poorly fitted or top-dose-only effect, or another doubt; inactive means no such curve, though single readings can be large; an effect the other way counts as inactive or inconclusive. Unless noted, on the % scale 0 is the no-effect control and ±100 the full control effect.

SMILES	GPT2 inhibitor	Luciferase inh	IP6K1 inh	NIH3T3 tox	SNCA expr inhib	HEK293 tox	HEK293 viab
CNC(=O)C1CCN(C(=O)c2ccc(-c3cncnc3)cc2)CC1	·	·	19	-14%[138 µM]	·	-12%[172 µM]	·
CCNC(=O)[C@@H]1CCCN1C1(C(=O)NC)CCOCC1	-5%[88.5 µM]	-1%[230 µM]	5	i	-4%[87.6 µM]	i	2%[87.6 µM]
Cn1cnc(S(=O)(=O)N2CCCC(Cc3nncn3CC3CC3)C2)c1 (stereo not given)	i	3%	1	i	-4%	-2%	-12%
CCCOCCCNC(=O)c1c(C)noc1-c1cc(OC)cc(OC)c1	i	-13%	3	-24%	-7%	?	13%
Cn1cc(-c2cc(=O)c3ccnc(NC4CCOCC4)c3o2)cn1	?	3%[172 µM]	-17	?	-8%[87.6 µM]	-2%[172 µM]	12%[87.6 µM]
CN1[C@@H](CCC(=O)Nc2ccccc2)CNC(=O)[C@@H]2[C@H]1CCN2Cc1ncc[nH]1	?	1%[172 µM]	14	-23%[174 µM]	-24%[87.6 µM]	1%[172 µM]	1%[87.6 µM]
O[C@@H]1CO[C@H]2[C@@H]1OC[C@@H]2n1cc(-c2ccccc2)nn1	-17%[88.5 µM]	0%[230 µM]	-4	-10%[230 µM]	18%[87.6 µM]	?	2%[87.6 µM]
Cc1nc(CN2Cc3nc(Oc4ccccc4)ccc3OCC2=O)cs1	1%[88.5 µM]	0%[172 µM]	-6	?	-7%[87.6 µM]	?	-9%[87.6 µM]
Cc1ccc(CNC(=O)CN2Cc3ccccc3C2=O)cc1	·	·	14	·	58%[activator]	·	1%
CCC(C(=O)Nc1ccccc1OC)n1nc(C)c2sc3ccccc3c2c1=O (stereo not given)	·	·	23	·	-6%	·	-3%
O=C(O)C1=NOC2CN(Cc3ccc(F)cc3)CC12 (stereo not given)	-4%[88.5 µM]	·	8	5%[138 µM]	4%[87.6 µM]	0%[172 µM]	5%[87.6 µM]
O=C(OC[C@H]1O[C@@H](Oc2ccccc2COC(=O)C2(O)C=CCCC2O)[C@H](O)[C@@H](O)[C@@H]1O)c1ccccc1 (stereo not given in full)	i	·	6	·	·	·	0%[23.9 µM]

A second format for part of the listing above:
Structure,GPT2 inhibitor,Luciferase inh,IP6K1 inh,NIH3T3 tox,SNCA expr inhib,HEK293 tox,HEK293 viab
Cn1cnc(S(=O)(=O)N2CCCC(Cc3nncn3CC3CC3)C2)c1 (stereo not given),i,3%,1,i,-4%,-2%,-12%
CCCOCCCNC(=O)c1c(C)noc1-c1cc(OC)cc(OC)c1,i,-13%,3,-24%,-7%,?,13%
Cn1cc(-c2cc(=O)c3ccnc(NC4CCOCC4)c3o2)cn1,?,3%[172 µM],-17,?,-8%[87.6 µM],-2%[172 µM],12%[87.6 µM]
CN1[C@@H](CCC(=O)Nc2ccccc2)CNC(=O)[C@@H]2[C@H]1CCN2Cc1ncc[nH]1,?,1%[172 µM],14,-23%[174 µM],-24%[87.6 µM],1%[172 µM],1%[87.6 µM]
O[C@@H]1CO[C@H]2[C@@H]1OC[C@@H]2n1cc(-c2ccccc2)nn1,-17%[88.5 µM],0%[230 µM],-4,-10%[230 µM],18%[87.6 µM],?,2%[87.6 µM]
Cc1nc(CN2Cc3nc(Oc4ccccc4)ccc3OCC2=O)cs1,1%[88.5 µM],0%[172 µM],-6,?,-7%[87.6 µM],?,-9%[87.6 µM]
Cc1ccc(CNC(=O)CN2Cc3ccccc3C2=O)cc1,·,·,14,·,58%[activator],·,1%
CCC(C(=O)Nc1ccccc1OC)n1nc(C)c2sc3ccccc3c2c1=O (stereo not given),·,·,23,·,-6%,·,-3%
O=C(O)C1=NOC2CN(Cc3ccc(F)cc3)CC12 (stereo not given),-4%[88.5 µM],·,8,5%[138 µM],4%[87.6 µM],0%[172 µM],5%[87.6 µM]

Continuation:
SMILES	GPT2 inhibitor	Luciferase inh	IP6K1 inh	NIH3T3 tox	SNCA expr inhib	HEK293 tox	HEK293 viab
c1cc2nc(C3CCCN3)[nH]c2cn1 (stereo not given)	?	-14%[230 µM]	29&-16	4%[174 µM]	18%&-16%[87.6 µM]	-14%&0%[230 µM]	5%&8%[87.6 µM]
COc1ccc(C(=O)N[C@@H]2CCC[C@@H]2C(=O)NCc2ccc(C(C)C)cc2)cn1	-4%	-4%	9	-1%	-2%	2%	0%
CC(=O)N1CC2(CCN(CCc3ccccn3)CC2)CC1C(=O)O (stereo not given)	i	0%	5	-3%	?	-3%	3%
CC(C)Nc1nccc(C2(c3ccccc3Cl)CCNCC2)n1	-1%	1%	-3	-24%	12%	?	-1%
CN(C)CCCN1c2ccccc2Sc2ccc(C(F)(F)F)cc21	4%	·	0	·	-26%	·	0%
Cn1ncc2c(C(=O)Nc3cccnc3)cc(-c3ccccc3C(F)(F)F)nc21	·	·	3	i	·	i	·
CCN(CC)C(=O)[C@@H]1CCC[C@@H](NCc2cccnc2)CN(C)C(=O)C1	-1%[88.5 µM]	-5%[172 µM]	-12	i	0%[87.6 µM]	i	2%[87.6 µM]
CC1=Nc2cc(C(=O)NCCc3ccc(Cl)cc3)ccc2Sc2ccc(C)cc21	·	·	-14	·	-19%	·	-7%
CCc1ccc(C(=O)N2CCC(n3cnnc3CC)CC2)cc1	i	-5%	-2	0%	4%	-1%	-1%
CN(C)CCc1c[nH]c2ccc(C[C@H]3COC(=O)N3)cc12	-12%&2%&2%	·	33&7	·	?	·	?
Cc1cn2nc(C(=O)NC(C)c3ccc(F)cc3)cc2c(N2CCCC2)n1 (stereo not given)	i	-3%	-3	-23%	-1%	?	-2%
CCn1c2ccc(F)cc2c2nnc(SCCN3CCCCC3)nc21	·	·	3	·	2%	·	-16%
COC1C(=O)N(CC2CC2)C12CCN(C(=O)Cc1cccc(F)c1)CC2 (stereo not given)	i	-6%	28	-25%	21%	-1%	6%
CCCc1noc(-c2cn(C3CCN(C(=O)c4ccc(C)s4)CC3)nn2)n1	i	4%	1	?	7%	?	7%
O=C(COc1ccccc1)N1CC(c2noc(COc3ccccc3)n2)C1	-18%	-10%	2	?	?	?	3%
CC[C@@H]1[C@H](NC(=O)CCc2c(C)[nH]c3ccccc3c2=O)[C@@H]2CCO[C@H]12	-12%	-4%	-2	0%	-15%	3%	10%
Cc1cccc(S(=O)(=O)c2cn(Cc3ccccc3)c3cc(N4CCCCC4C)c(F)cc3c2=O)c1 (stereo not given)	·	·	-10	·	6%	·	1%
CCOC(=O)c1c(S(=O)(=O)N2CCCC(C(=O)N(C)Cc3ccccc3)C2)c(C)n(C)c1C (stereo not given)	·	·	18	·	-4%	·	-24%
O=C(CN1C(=O)CC(c2ccccc2)=Nc2ccccc21)Nc1ccc(Br)cc1	·	·	2	·	28%	·	13%
CN(C)c1ccc(CN2CCC3(Cc4ccccc4NC3=O)C2)cc1 (stereo not given)	-5%[88.5 µM]	0%[172 µM]	4	?	26%[87.6 µM]	?	2%[87.6 µM]
COc1ccc(OC)c(S(=O)(=O)Nc2ccc3[nH]c(=O)[nH]c3c2)c1	·	·	16	·	-29%	·	-5%
COC(=O)CNC(=O)c1cc(-c2cc(Cl)cc(Cl)c2)c2cccn2n1	i	·	2	?	-6%	?	-20%
Clc1cccc(COc2cncc(N3CCNCC3)n2)c1	2%	·	4	·	·	·	1%
CC(C)N1C[C@H](O)C[C@H]1c1nnc2n1CCN(C(=O)c1ccccn1)CC2	i	2%	-5	2%	17%	-14%	0%
CCOc1ccc(CN2C(=O)c3ccccc3Sc3ccc(C(=O)OC)cc32)cc1	·	·	24	·	-2%	·	-6%
O=Cc1cccc(-c2cccs2)c1	i	·	-15	-3%[174 µM]	21%[87.6 µM]	3%[230 µM]	3%[87.6 µM]
CN(Cc1ccc(F)cc1)S(=O)(=O)c1cccs1	-10%[88.5 µM]	-4%[172 µM]	-12	-27%[138 µM]	-5%[87.6 µM]	79µM*	2%[87.6 µM]
CC(=O)N[C@H]1CC[C@]2(C)CC[C@@H]([C@H](C)C(=O)NC(C)(C)C)[C@H](O)[C@H]2[C@@H]1C	-7%[88.5 µM]	-2%[172 µM]	-11	3%[138 µM]	4%[87.6 µM]	i	6%[87.6 µM]
CCOC(=O)c1c(NC(=O)c2cc(C)on2)sc(C)c1C	·	·	13	·	-5%	·	-3%
CC(C)(O)C1CCC2(C)CCCC(C)(O)C2C1 (stereo not given)	i	·	0	·	·	·	-39%
O=C(NCC(F)(F)F)c1cc(C2CC2)nc2onc(C3CCCNC3)c12 (stereo not given)	i	·	7	4%	15%	-8%	2%
CCc1cccc(CC)c1-n1nnc2c(sc3nc(C)cc(C)c32)c1=O	·	·	-15	·	2%	·	0%
CC(C)N1CCC2(CC1)CN(C(=O)c1ccccn1)Cc1ccccc1O2	i	-8%	-5	-9%	5%	i	4%
O=C(c1n[nH]c2ccccc12)N1CC(Oc2ccccc2-c2nc(-c3ccccc3)no2)C1	i	-4%	-5	-26%	12%	-16%	-12%
O=C(CN1C(=O)C(c2ccccc2)=NC12CCCC2)NCc1ccccc1	i	4%	9	-11%	-26%	?	-9%[12.5 µM]
CCC1=C(C(=O)OC)C(c2ccccc2F)N2C(CC(=O)NCC3CC3)=CSC2=N1 (stereo not given)	-28%	-6%	7	-12%	6%	-8%	2%
O=C(Nc1ccn[nH]1)c1c(F)cccc1F	2%	·	5	·	·	·	17%
CC(C)C[C@H](N)c1nnc(SCc2ccc(Cl)cc2Cl)o1	·	·	-13	·	28%	·	24%
OCC#Cc1csc(CN2CCCN(C3CCCCC3)CC2)c1	-23%	3%	1	-36%	-8%	?	-10%
CCOC(=O)c1cc(-c2ccc(OC)c(S(=O)(=O)NC3CCCCC3)c2)on1	·	·	-1	·	-2%	·	0%
COCC1CN(C(=O)NC2CCCCC2)CC12CCNCC2 (stereo not given)	-6%	-12%	8	-2%	12%	-1%	-5%
CCCNC(=O)N1CCC(Cn2c(C)cnc2C2CCOCC2)CC1	-13%	7%	11	1%	35%[activator]	3%	2%
O=c1[nH]c(N2CCOCC2)nc2c1CCN(Cc1ccsc1)CC2	-7%	5%	15	0%	17%	0%	-7%
COc1ccccc1C(=O)Nc1cc(C2CC2)nn1-c1ccccc1	i	·	-6	22µM*	3%[87.6 µM]	?	-2%[87.6 µM]
Cc1cccc(C(=O)N2CCC3(CC2)CC(N(C2CC2)S(C)(=O)=O)CCO3)c1 (stereo not given)	i	-4%	5	1%	?	-5%	14%
COc1cccc(C(=O)N2CCC(N3C[C@H](O)C[C@H]3C(=O)N3CCC(C)CC3)CC2)c1	i	-3%	13	-21%	-6%	-17%	-11%
O=C(CCCc1ccccc1)N1CCC2(CC1)CC(Cc1nc(C3CC3)no1)CCO2 (stereo not given)	-3%	·	21	?	-6%	?	3%
O=C(NC1CCCC1)N1CCCC(C(=O)N2CCC(N3Cc4ccccc4C3=O)CC2)C1 (stereo not given)	i	·	8	-8%	9%	-16%	2%

These rows are one share of the data; count on the stated rates, not on these rows.
